Bioassay records deposited in PubChem by NCI.
NCI-60 one-dose screen, 48 h, at 10 µM unless noted. Numbers give growth in % (100 = growth as untreated, 0 = no growth, -100 = all killed).
NCI-H322M: NCI-H322M lung cancer; 80,000 compounds, 2.7% hits; AID 1794733
SW-620: SW-620 colon cancer | 82,000 compounds, 5.2% hits | AID 1794795
HT29: HT29 colon cancer | 81,000 compounds, 7.4% hits
NCI-H460: NCI-H460 lung cancer. 82,000 compounds, 6.8% hits. AID 1794736
NCI-H226: NCI-H226 lung cancer; 79,000 compounds, 3.5% hits; AID 1794732
NCI-H522: NCI-H522 lung cancer | 78,000 compounds, 8% hits | AID 1794739
COLO 205: COLO 205 colon cancer; 79,000 compounds, 7.3% hits
NCI-H23: NCI-H23 lung cancer. 80,000 compounds, 4% hits
HCT-15: HCT-15 colon cancer; 82,000 compounds, 5.2% hits
* hit, by the source's call; nt = not tested or not shown. The calls were made as follows: active = growth percent below 10; inactive = the rest.

SMILES	NCI-H322M	SW-620	HT29	NCI-H460	NCI-H226	NCI-H522	COLO 205	NCI-H23	HCT-15
O=C(/C=C/c1ccccc1)Oc1ccc(/C=C/c2cc(OC(=O)/C=C/c3ccccc3)cc(OC(=O)/C=C/c3ccccc3)c2)cc1	90.6	99.6	90.1	100.3	91.4	77.0	97.4	102.0	102.5
O=c1c2ccccc2nc(CN2CCCCC2)n1/N=C/c1ccc(Cl)cc1	102.3	100.6	104.6	106.3	98.3	95.5	110.7	98.0	100.1
Cc1ccc(-c2csc(Nc3ccc4nc5n(c(=O)c4c3)CCC5)n2)cc1	110.6	102.6	98.2	100.6	104.9	nt	112.6	98.2	87.9
Cc1[nH]nc2c1C(c1cc(=O)oc3ccc(Cl)cc13)C(C#N)=C(N)O2 (stereo unspecified)	101.1	111.3	105.2	101.8	100.0	89.1	126.9	102.9	97.7
C=C1CC[C@@H]2C(C)(C)[C@H](O)CC[C@@]2(C)[C@@H]1COc1ccc2ccc(=O)oc2c1	92.4	89.5	84.1	90.5	28.5	32.8	68.7	40.7	56.2
COc1cc2ncn3c(=O)[nH]nc3c2cc1OC	109.7	103.2	104.3	105.0	103.7	106.5	99.4	100.7	115.6
COc1cc(/C=N/NC(=O)Cn2c(C(C)C)nc3ccccc32)ccc1OCC(=O)NN	103.6	103.8	113.6	107.7	102.4	100.8	116.4	97.8	101.7
Cc1ccc(-c2cc(C3(O)CCC4COC3O4)on2)cc1 (stereo unspecified)	104.1	102.1	88.3	100.2	98.4	68.8	103.6	100.0	100.3
COC(=O)[C@]12CCC(C)(C)C[C@H]1C1=CC[C@@H]3[C@@]4(C)Cc5c(n(CC#CCN6CCNCC6)c6ccccc56)C(C)(C)[C@@H]4CC[C@@]3(C)[C@]1(C)CC2	94.9	110.8	102.6	108.7	101.0	100.8	117.7	102.7	98.8
COc1ccc2cn3c4ccc(O)cc4[nH]c(=O)c3c2c1	41.0	11.3	-89.2*	-48.7*	54.7	nt	-7.3*	25.3	17.8
ClC1=NC2NN=C(c3cccc(Cl)c3)N2c2nc[nH]c21 (stereo unspecified)	nt	109.0	97.7	105.4	88.8	81.0	99.5	93.8	101.1
C#CCn1c2c(c3ccccc31)C[C@]1(C)[C@H]3CC=C4[C@@H]5CC(C)(C)CC[C@]5(C(=O)OC)CC[C@@]4(C)[C@]3(C)CC[C@H]1C2(C)C	100.4	107.3	106.5	108.7	101.0	96.8	115.3	101.2	99.2
Cc1ccc(S(=O)(=O)c2ccccc2)cc1	57.1	11.6	6.2*	20.7	85.6	nt	18.4	54.5	30.5
CCOC(=O)c1sc(NC(=O)Nc2ccccc2)nc1C	122.3	98.1	76.8	110.9	88.7	99.4	108.6	103.6	102.7
O=C(NCO)c1ccccc1O	103.9	103.4	96.4	104.2	94.5	86.4	109.9	98.3	98.7
CC(C)C(=O)Cc1ccncc1	100.9	98.9	102.5	107.5	98.4	94.1	116.5	98.0	102.8
Cc1c(Cl)cccc1NC(=O)CCCl	nt	105.5	95.4	102.2	95.3	91.0	107.3	105.3	110.4
N#C/C(=C/C=C/c1cccc(Cl)c1)S(=O)c1ccccc1 (stereo unspecified)	-44.9*	-58.9*	-35.9*	-22.1*	-33.0*	-89.2*	-63.1*	-43.6*	-69.4*
O=c1[nH]c(=O)c2[nH]c(=S)n(-c3ccccc3)c2[nH]1	nt	100.6	101.3	114.5	108.0	nt	97.5	117.0	97.9
CCCCCCOC(=O)Nc1ccc(OCC)cc1	94.5	nt	90.2	106.2	93.7	87.0	112.4	88.9	105.2
O=[N+]([O-])c1cnc(N2CCN(Cc3cccc(Cl)c3)CC2)nc1N1CCN(Cc2cccc(Cl)c2)CC1	105.6	89.1	81.6	93.9	93.1	72.7	93.8	90.3	82.0
CC(=O)N1N=C(c2cccc(Nc3ccncc3)c2)CC1c1ccc(F)cc1 (stereo unspecified)	100.4	95.2	72.6	100.4	95.5	94.2	103.1	101.4	98.7
COc1cc(Br)c(-c2nc(-c3ccccc3)c(-c3ccccc3)n2Cc2ccccc2)cc1OC	75.1	73.4	32.3	48.9	70.4	39.6	30.2	46.8	47.4
CCCCOC(=O)/C=C/c1ccc2c(OC)cc(/C=C/C(=O)OCCCC)c3c2c1C(=O)N(CCCC)C3=O	92.3	89.6	101.9	99.7	67.3	87.8	98.3	78.1	78.2
Fc1ccccc1[C@@H]1Nc2c(ccc3cccnc23)[C@@H]2C=CC[C@@H]21	90.0	101.2	103.3	100.0	94.7	82.8	105.6	93.6	106.4
O=C(CCN1CCCC1)c1cccs1	141.0	107.9	92.7	106.4	106.2	61.4	108.0	108.1	102.1
O=C(CN1CCN(Cc2ccccc2)CC1)N1c2cccc3cccc(c23)N(C(=O)CN2CCN(Cc3ccccc3)CC2)C1c1cn(-c2ccccc2)nc1-c1cccc([N+](=O)[O-])c1	104.1	95.7	101.1	98.4	77.0	82.0	93.8	88.6	98.9
Nc1cnc(=S)[nH]c1N	97.8	109.2	98.9	109.7	104.4	98.1	118.7	103.1	105.3
O=C(O)/C(Cl)=C/Cl	124.4	104.9	100.0	114.3	108.7	129.3	125.3	107.0	100.3
O=C(O)c1cccc(N/C=C/C(=O)c2cc3ccccc3oc2=O)c1	93.3	94.8	106.8	94.5	82.5	94.6	98.0	86.6	88.4
Cc1ccc(S(=O)(=O)OC[C@]23CCC(C)(C)C[C@H]2C2=CC[C@@H]4[C@@]5(C)CCCNC(C)(C)[C@@H]5CC[C@@]4(C)[C@]2(C)CC3)cc1	79.7	-71.3*	-59.3*	-60.2*	81.8	62.0	-66.5*	73.7	-50.9*
CCCCC(=O)OC(C)COc1ccc(C(C)CC)cc1 (stereo unspecified)	99.5	97.8	90.6	99.0	106.5	79.0	105.1	101.1	105.0
COc1ccc(C2Cc3c(nn(-c4cccc(Cl)c4)c(=O)c3C#N)C(O)=C2[N+](=O)[O-])cc1 (stereo unspecified)	103.5	99.8	121.2	105.6	101.8	89.1	103.5	108.1	65.4
COc1ccccc1NC(=O)c1cc2ccccc2cc1O	92.4	96.7	104.2	78.6	67.1	59.8	99.2	66.1	80.3
O=c1c2cc(F)ccc2nc(SCc2ccccc2F)n1-c1ccccc1	76.7	99.8	78.7	89.3	51.0	67.7	109.6	86.0	83.4
O=Cc1ncc(-c2cc(C(F)(F)F)cc(C(F)(F)F)c2)c(NC2CCCCCC2)n1	88.8	96.0	82.3	97.6	99.3	81.9	92.3	87.8	98.9
O=C(COc1ccccc1)NCCO	112.1	103.7	105.5	114.5	100.5	83.9	119.4	91.1	98.1
CCCCCCCCCCCC1=NC(C)(CO)CO1 (stereo unspecified)	115.5	102.2	102.8	106.7	97.0	102.8	107.4	91.2	101.0
C=C(C)[C@@H]1CC[C@]2(C)CC[C@]3(C)[C@H](CC[C@@H]4[C@@]5(C)C/C(=C/c6cccnc6)C(=O)C(C)(C)[C@@H]5CC[C@]43C)[C@@H]12	101.8	100.0	100.0	104.3	93.3	94.2	108.4	91.8	102.8
CC[C@H](c1ccc(O)cc1)[C@@H](CC)c1ccc(O)cc1	94.3	99.0	115.3	95.1	86.0	90.1	106.8	104.2	99.8
CC(=O)OCCOc1cc(Cl)c(Cl)cc1Cl	112.1	104.3	103.0	109.2	100.5	86.6	121.2	97.4	103.6
COc1ccc(C(=O)CSc2nccc(Nc3ccc(S(N)(=O)=O)cc3)n2)cc1	107.4	101.4	109.1	106.9	91.1	87.1	108.9	98.4	107.5
CC1(C)N=C(N)N=C(N)N1c1cccc(CCCCOc2ccccc2)c1	35.6	12.6	11.3	4.8*	43.4	nt	29.3	24.0	58.5
N#CCC(=O)NN=C1CCCCC1	nt	105.1	100.4	106.5	107.9	96.4	110.7	nt	93.9
Cc1nc(-c2ccc(Cl)cc2)ccc1-c1nnc(SCC(=O)c2ccc(Cl)cc2)o1	95.7	107.8	105.7	107.7	93.4	92.9	123.2	96.2	98.8
O=C(CN1CCOCC1)n1c(-c2ccccc2)nc2ccccc21	102.6	105.5	107.7	102.5	99.3	89.6	114.2	96.8	102.2
COc1cc(C2C3=C(CC(C)(C)CC3=O)N(CCO)c3cc4c(cc32)CCC4)cc(OC)c1OC (stereo unspecified)	74.1	100.4	56.1	51.3	82.4	46.8	69.6	73.0	81.9
Oc1ccc(N=Cc2ccccc2O)cc1	90.6	99.1	99.0	96.4	112.6	81.3	120.4	92.3	119.7
Nc1ncnc(Nc2ccc(C(F)(F)F)cc2)n1	102.4	108.7	102.5	106.3	102.6	98.5	108.1	100.0	102.7
COc1cc(/C=C(\C)c2ccc3c(c2)OCO3)cc(OC)c1OC	91.6	93.2	80.5	100.7	91.6	69.8	106.3	91.0	88.5

Taken from the results shown, 10 compounds:
SMILES	NCI-H322M	SW-620	HT29	NCI-H460	NCI-H226	NCI-H522	COLO 205	NCI-H23	HCT-15
CC(=O)OCCOc1cc(Cl)c(Cl)cc1Cl	112.1	104.3	103.0	109.2	100.5	86.6	121.2	97.4	103.6
COc1ccc(C(=O)CSc2nccc(Nc3ccc(S(N)(=O)=O)cc3)n2)cc1	107.4	101.4	109.1	106.9	91.1	87.1	108.9	98.4	107.5
CC1(C)N=C(N)N=C(N)N1c1cccc(CCCCOc2ccccc2)c1	35.6	12.6	11.3	4.8*	43.4	nt	29.3	24.0	58.5
N#CCC(=O)NN=C1CCCCC1	nt	105.1	100.4	106.5	107.9	96.4	110.7	nt	93.9
Cc1nc(-c2ccc(Cl)cc2)ccc1-c1nnc(SCC(=O)c2ccc(Cl)cc2)o1	95.7	107.8	105.7	107.7	93.4	92.9	123.2	96.2	98.8
O=C(CN1CCOCC1)n1c(-c2ccccc2)nc2ccccc21	102.6	105.5	107.7	102.5	99.3	89.6	114.2	96.8	102.2
COc1cc(C2C3=C(CC(C)(C)CC3=O)N(CCO)c3cc4c(cc32)CCC4)cc(OC)c1OC (stereo unspecified)	74.1	100.4	56.1	51.3	82.4	46.8	69.6	73.0	81.9
Oc1ccc(N=Cc2ccccc2O)cc1	90.6	99.1	99.0	96.4	112.6	81.3	120.4	92.3	119.7
Nc1ncnc(Nc2ccc(C(F)(F)F)cc2)n1	102.4	108.7	102.5	106.3	102.6	98.5	108.1	100.0	102.7
COc1cc(/C=C(\C)c2ccc3c(c2)OCO3)cc(OC)c1OC	91.6	93.2	80.5	100.7	91.6	69.8	106.3	91.0	88.5

Following part:
SMILES	NCI-H322M	SW-620	HT29	NCI-H460	NCI-H226	NCI-H522	COLO 205	NCI-H23	HCT-15
O=C1[C@@H](OS(=O)(=O)CC(F)(F)F)[C@H](c2ccc(F)cn2)N1c1cc2c3ccccc3ccc2c2ccccc12	104.4	47.6	64.1	104.0	92.3	35.7	101.1	84.5	61.9
O=C(Nc1cccc2[nH]c(C(F)(F)F)nc12)c1ccc(-n2cnnn2)cc1	106.8	103.9	111.0	81.9	92.2	57.3	105.4	82.1	99.1
O=C1N[C@@H](Cc2c[nH]c3ccccc23)C(=O)N(Cc2cccc(O)c2)[C@H]1Cc1ccccc1	93.6	96.3	99.0	97.7	86.8	81.4	106.1	99.0	105.9
CCN(CC)CCCC(C)Nc1ccnc2cc(C(F)(F)F)ccc12 (stereo unspecified)	102.2	102.1	85.1	103.1	92.0	102.5	88.8	94.1	92.4
CCCCCCNC(=O)Oc1ccc(/C(=C(/C)c2ccccc2)c2ccc(OCCN3CCCCCC3)cc2)cc1	87.5	-35.2*	-13.3*	6.6*	76.7	85.0	21.7	nt	9.9*
N#Cc1nn(-c2ccc(Cl)cc2)nc1N1CCCCC1	111.6	104.6	102.4	103.7	103.9	92.4	115.0	100.3	99.1
NS(=O)(=O)c1ccc(Nc2nc(Nc3ccccc3)nc3nnc(SCC(=O)NC4CCCCC4)n23)cc1	103.6	106.4	113.1	106.1	100.3	92.1	110.3	108.6	104.4
Cc1ccc(-c2onc3ccc(C(=O)Nc4cccc(C(F)(F)F)c4)cc23)cc1	108.0	97.9	96.3	94.2	89.5	68.2	103.9	89.3	95.0
CN1CSC(=S)N(c2ccc(Cl)cc2)C1	90.5	64.2	72.5	73.9	101.2	73.1	101.3	82.4	58.9
COC(=O)c1nnn(-c2ccc(Cl)cc2Cl)c1N	85.3	71.9	93.9	88.9	76.5	68.0	99.0	78.4	74.4
Oc1ccc(N=Nc2ccccn2)c(O)c1	31.6	32.9	21.6	8.2*	21.1	29.3	8.8*	29.2	30.5
O=S(=O)(c1ccc(Br)cc1)c1nc(-c2ccccc2)oc1NCCCn1ccnc1	80.6	97.2	74.5	92.9	71.2	81.4	104.1	79.7	73.2
Cc1cccc(-n2c(C)nc3ccc(NC(=O)NCCCl)cc3c2=O)c1	104.5	97.3	105.6	100.3	95.3	98.9	104.2	86.8	93.8
O=S(=O)(NCCCNc1nccc(-n2ccc3cccnc32)n1)c1ccccc1	90.2	124.7	104.8	103.6	92.9	92.8	105.9	98.0	97.6
CC[C@H](C)C(NC(=O)[C@@H](NC(=O)[C@@H]1CCCN1C(=O)CNC(=O)[C@H](C)N)C(C)C)C(=O)OC (stereo partly specified)	110.4	105.9	108.3	106.9	108.3	96.8	112.0	101.2	108.7
CN(C)c1nc(N)nc(N)n1	93.0	107.7	104.1	103.6	105.8	99.9	112.3	98.7	110.6
